# Screening results deposited in PubChem by Fisher Drug Discovery Resource Center.
# NPYLR7 agonist: activates Aedes aegypti NPYLR7 receptor | HEK293T NPYLR7/Galpha15, GCaMP6s calcium fluorescence | activation, % at 10 µM | 270,000 compounds, 0.15% hits | AID 1259423; in the data active = activation above about 40%;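 also: 0% = vehicle and 100% = reference agonist at the receptor; some compounds past the cut are filed as inactive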
# hcGAS lum: human cGAS inhibition; Q8N884; recombinant h-cGAS, ATP depletion, Kinase-Glo luminescence; inhibition, % at 12.5 µM; 290,000 compounds, 0.081% hits; AID 1259398;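 also: 0% = vehicle reaction and 100% = reaction without DNA for no activity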
# Target sequence (Q8N884 whole entry, looked up): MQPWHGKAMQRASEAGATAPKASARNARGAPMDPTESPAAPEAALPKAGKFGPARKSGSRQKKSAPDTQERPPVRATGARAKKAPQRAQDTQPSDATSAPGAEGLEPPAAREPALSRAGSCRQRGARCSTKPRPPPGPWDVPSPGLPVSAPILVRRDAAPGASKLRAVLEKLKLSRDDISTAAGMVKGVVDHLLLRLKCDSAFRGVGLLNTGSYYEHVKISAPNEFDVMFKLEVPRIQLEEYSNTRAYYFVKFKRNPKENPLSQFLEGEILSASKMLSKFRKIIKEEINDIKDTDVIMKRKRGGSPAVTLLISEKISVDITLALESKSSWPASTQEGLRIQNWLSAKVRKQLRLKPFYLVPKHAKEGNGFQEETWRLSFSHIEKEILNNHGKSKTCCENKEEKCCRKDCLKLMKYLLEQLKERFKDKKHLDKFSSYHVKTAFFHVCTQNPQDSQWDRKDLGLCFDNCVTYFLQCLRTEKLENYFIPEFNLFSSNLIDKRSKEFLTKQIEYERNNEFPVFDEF
# mcGAS inh: blocks mouse cGAS activity; inhibition, % at 12.5 µM; recombinant cGAS, Kinase-Glo ATP depletion luminescence; 160,000 compounds, 0.15% hits; Q8C6L5; AID 1259399;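 also: 0% = negative control wells and 100% = reference inhibitor with no enzyme activity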
# An asterisk follows results filed as active; . = no result given; & = joins results of further samples. Rule as the data show it, unless noted: active = inhibition above about 40%; inactive = the rest.
SMILES,NPYLR7 agonist,hcGAS lum,mcGAS inh
CCS(=O)(=O)N1CCCC(C(=O)Oc2cccnc2)C1 (stereo not drawn),-1.9,-6.3,.
CC1(Cc2ccc(C(F)(F)F)nc2)C(=O)Nc2ccc(-c3ccc4[nH]ccc4c3)cc21 (stereo not drawn),0.4,-5.7,-1.5
FC(F)(F)c1cnc(NCc2ccc3c(c2)OCCO3)c(Cl)c1,2.9,-4.3,.
CN(C)c1ccc(C(=O)NCc2csc(Br)c2)cn1,0.2,-16.3,-9.1
CCC(C)(NC(=O)c1ccc(F)cc1F)C(=O)OC (stereo not drawn),2.0,-6.2,.
COC1CCN(C(=O)CC2(Cc3ccccc3)C(=O)N(C)c3ccccc32)CC1 (stereo not drawn),-7.9,-4.0,1.2
Cc1c(C(=O)OCC(=O)NC2CC2)oc2ccccc12,-2.4,4.0,.
Fc1ccc(C2=Nc3nc(C(F)(F)F)nn3C(c3cccnc3)C2)cc1 (stereo not drawn),2.7,-2.0,-0.6
C=CCNC(=O)c1ccc(N[C@@H]2c3ccccc3C[C@@H]2O)nc1,-1.2,-11.1,.
COCCN(Cc1ccccc1OS(=O)(=O)c1ccc(OC)cc1)C(=O)c1ccccc1F,-2.2,-3.7,-6.2
CNC(=O)CSc1nc(-c2ccccc2)cc(=O)[nH]1,4.7,-5.3,-7.9
O=C(Cn1c(CCCO)nc2ccccc21)N1CCc2ccccc21,-2.0,1.8,.
CCN(CCc1nc2ccc(OC)cc2[nH]1)C(=O)C1=NNC(=O)CC1,10.6,-5.4,.
CCN(CC)CCCC(C)NC(=O)c1coc(CN2C(=O)COc3ccc(C(C)(C)C)cc32)n1 (stereo not drawn),.,-5.9,-5.2
COc1ccc(-n2nnc3c(SCc4ccccc4)ncnc32)cc1,-0.8,-0.3,0.6
CCS(=O)(=O)N1CCN(C(=O)c2nn(C)c3c2CCCC3)CC1,20.9,-6.2,-18.9
CCc1ccc(S(=O)(=O)NCC2(c3cccs3)CCOCC2)s1,-5.5,-4.3,-10.8
Cc1cccc(-n2nc(C)c(C(=O)NCc3ccncc3)c2C(C)C)c1,4.8,-7.3,-2.6
NC1=NC(c2ccc(Cl)cc2)n2c(nc3ccccc32)N1 (stereo not drawn),6.3,2.3,.
O=C1CCC(C(=O)N2CCC(Cn3cccn3)CC2)CN1CCc1ccccn1 (stereo not drawn),3.5,-6.7,.
Cc1ccccc1C(=O)N1C(C(=O)NC2CC2)COC12CCN(C(=O)c1ccc(Cl)cc1)CC2 (stereo not drawn),-0.5,-1.7,-2.6
C=CCn1c(=O)c2c(nc3n2CC(C)=NN3CCOC)n(C)c1=O,-7.3,-6.2,.
N#CCCN(C(=O)Nc1cccc(N2CCCCCC2)c1)C1CC1,4.9,-16.2,.
CCn1c2ccccc2c2cc(-c3nccn3CCNC(C)=O)ccc21,-0.4,-4.2,-10.0
COC(=O)c1sc(NC(=O)c2cc(OC)c(OC)c(OC)c2)c(C(=O)OC)c1C,-6.3,-8.1,-8.2

# (next part)
SMILES,NPYLR7 agonist,hcGAS lum,mcGAS inh
CCOC(=O)c1cn[nH]c1S(=O)(=O)N1CCN(C(c2ccccc2)c2ccccc2)CC1,2.6,-4.0,-10.5
COc1ccc(-n2nnc(C(=O)OCc3ccccc3C)c2C)cc1Cl,8.8,-4.0,-8.0
Cc1ccc(NC(=O)Nc2ccc(N3CCCC3)c(C(=O)NCc3ccccc3)c2)c(C)c1,2.4,1.4,-6.0
CSCCC(=O)NC1CCCN(CC2CCCCC2)C1 (stereo not drawn),-0.5,-7.7,-10.2
COc1nc(-c2ccccc2F)n(-c2ccc(NC(=O)Nc3cccc(Cl)c3)cc2)n1,1.9,-5.9,-9.5
Cc1[nH]n(-c2cccc(Cl)c2)c(=O)c1C=NCCc1ccccc1,9.1,-5.1,-9.0
Cc1n[nH]c(=O)c(C(=O)NCC(Cc2ccc(F)cc2)C(N)=O)c1C (stereo not drawn),6.2,-16.6,.
Cc1nc2nc(N)nn2c(C)c1CCC(=O)N1CCCCC1,1.9,-5.8,.
CS(=O)(=O)Oc1cc(Cl)ccc1-c1nc2cc(Cl)ccc2o1,26.0,-2.8,-3.6
CCC(C)NC(=O)c1cc2sc3ccccc3c2s1 (stereo not drawn),-6.3,-2.9,-5.0
COc1ccc2sc(C(=O)NCCCSC)c(Cl)c2c1,-5.7,-6.4,-7.0
CC(C)CNC(=O)C1(C)CCCN1C(=O)CCc1cccs1 (stereo not drawn),3.4,-14.0,-5.8
Cc1ccc(NC(=O)C2(c3cccc(Cl)c3)CC2)cc1NS(C)(=O)=O,-3.9,6.2,.
Cc1ccc2nc(N(CCCN(C)C)C(=O)C3=COCCO3)sc2c1,2.2,-0.9,-2.7
COC(=O)C(C)NC(=O)C=Cc1ccc(Br)o1 (stereo not drawn),6.8,-8.5,.
O=[N+]([O-])c1cccc2ccc(C=Cc3cc(Br)cs3)nc12,9.2,-8.8,.
C=CCCc1n[nH]c(Cc2ccccc2)n1,-2.5,-3.8,0.8
CC(C)C[C@@H](N)C(=O)N(Cc1cnn(C)c1)C(C)C,0.2,-4.8,-11.1
CN(Cc1cccs1)c1cc(=O)n2cc(Cl)ccc2n1,5.5,-8.2,.
CCCSc1nc2c(c(=O)n1-c1cc(C)cc(C)c1)SCC2,-4.6,1.8,-1.6
C[C@@H](C(=O)N1Cc2cnc(-c3ccccc3)nc2C1)n1cnnn1,8.0,-1.2,-6.4
CN1[C@@H](c2ccc(Cl)cc2)[C@@H](C(=O)NC2CCC(O)CC2)C[C@@]1(C)C(=O)O (stereo partly drawn),0.6,1.1,.
CC1CC(N[C@@H]2c3ccccc3C[C@@H]2O)CN1Cc1ccccc1 (stereo partly drawn),-5.8,-6.2,.
c1ccc(CCc2noc(CN3CCC(C4CCCCC4)C3)n2)cc1 (stereo not drawn),8.5,-3.3,-7.5
O=C(NCC1CCCN(C(=O)C2CCOCC2)C1)c1ccc(-c2ccccc2)cc1 (stereo not drawn),4.5&9.6,-2.7&-9.5,.

# (list continues)
SMILES,NPYLR7 agonist,hcGAS lum,mcGAS inh
CCCCCCCCC(=O)N(CCOC)Cc1cccc(OS(=O)(=O)c2ccc(F)cc2)c1,.,-14.6,-5.4
Cc1ccccc1Cc1nc2c(c(=O)[nH]1)CN(C(=O)Nc1c(C(C)C)cccc1C(C)C)CC2,16.2,1.2,-2.5
CN(Cc1ncc[nH]1)Cc1cc(C(C)(C)C)ccc1O,6.0,-6.2,.
O=C(CN1C=NC2=NS(=O)(=O)c3ccccc3N21)Nc1cc(F)ccc1F,6.0,-0.4,-10.9
CCNC(=O)c1cn(CC(C)C)cc(C(=O)NCC(C)c2ccccc2)c1=O (stereo not drawn),10.3,-2.7,-7.8
COCCCn1c(SCc2ccc(CC(=O)OCC(=O)c3ccccc3)cc2)nnc1-c1cc(-c2ccccc2)nc2ccccc12,-8.9,-8.4,-5.1
O=C(C=Cc1cccs1)c1ccc(O)cc1,-0.6,-6.3,20.7
COC(=O)NC1CCN(c2ccccc2C(=O)NCc2ccc(-c3ccccc3)cc2)CC1,-2.8,1.4,.
Cc1ccc2nc(-c3cccnc3)c(NC(C)(C)CC(C)(C)C)n2c1,0.6,-1.1,-2.3
CC1(NC(=O)Cc2coc3cc4c(cc23)CCC4)CCS(=O)(=O)C1 (stereo not drawn),-1.2,-4.9,-5.5
COCCNC(=O)CCCN1C(=O)COc2ccc(C(=O)COc3ccccc3F)cc21,6.6,-5.1,.
CCOc1ccc(-n2c(CNC(=O)c3ccco3)nnc2SCC(=O)N2CCCc3ccccc32)cc1,-4.0,2.1,.
CC(=O)NNC(=O)CCc1nc2sc3c(c2c(=O)[nH]1)CCCC3,5.8,-3.0,-7.3
CCOC(=O)C(C)Oc1ccc2c(=O)c(Oc3ccc(C(=O)OC)cc3)coc2c1 (stereo not drawn),0.4,-6.6,-5.0
CCOC(=O)c1cnc(-c2ccc(C(F)(F)F)cc2)nc1NCCc1cccs1,29.9,-5.0,-5.7
CCOc1cccc2cc(C(=O)NCc3ccccc3)c(=N)oc12,1.3,0.0,0.1
O=C(CSc1nnc(C2CC2)n1Cc1ccco1)Nc1ccc(F)cc1,12.7,-10.1,.
Cc1ccc2[nH]cc(-c3cnc(N)c(C)c3)c2c1,10.4,-6.7,-9.7
O=C(NCCc1cccs1)N1CCOC(C(F)(F)F)C1 (stereo not drawn),.,-2.8,-13.0
CCOC(=O)C1CCCN(C(=O)c2csc(CSc3nnc(-c4ccccc4Cl)n3-c3cccc(Cl)c3)n2)C1 (stereo not drawn),-12.5,0.9,1.9
Cc1ccc(NC(N)=Nc2nc3c(c(=O)[nH]2)CCC3)c(C)c1,2.6,-0.4,-0.7
CS(=O)(=O)Nc1ccc(-c2ccnc3[nH]ccc23)cn1,-1.6,-1.9,.
COCCNC(=O)c1ccc(CSc2nc(Cl)cc(N3CCC(Cc4ccccc4)CC3)n2)cc1,.,-11.8,-5.6
Cc1[nH]nc(C(=O)N2CCC(N3CCN(C)CC3)C2)c1Cl (stereo not drawn),.,-10.5,-4.7
CC(=O)Nc1ccc(NC(=O)C2Cc3ccccc3C(=O)O2)cc1 (stereo not drawn),-4.8,3.6,-3.4

# Copied from the list.
# CCN(CC)CCCC(C)NC(=O)c1coc(CN2C(=O)COc3ccc(C(C)(C)C)cc32)n1 (stereo not drawn) | mcGAS inh: -5.2
# CC(C)CNC(=O)C1(C)CCCN1C(=O)CCc1cccs1 (stereo not drawn) | hcGAS lum: -14.0
# C[C@@H](C(=O)N1Cc2cnc(-c3ccccc3)nc2C1)n1cnnn1 | NPYLR7 agonist: 8.0

# (list continues)
SMILES,NPYLR7 agonist,hcGAS lum,mcGAS inh
CCn1cc(Cn2ccnc2-c2ccc(C(=O)O)cc2)cn1,-1.4,-3.8,-0.8
COc1ccc(OC)c(S(=O)(=O)N[C@H]2CO[C@H]3[C@@H]2OC[C@@H]3Nc2nccc(-c3ccco3)n2)c1,-9.0,-2.2,-2.2
Cc1ccc(CNC(=O)NC(C)c2ccc3c(c2)OCCO3)cc1 (stereo not drawn),3.5,-1.5,.
COc1ccccc1CSc1nnc(-c2ccccc2F)n1-c1ccccc1C,16.5,-2.8,-5.0
O=C(CC(c1ccc(F)cc1F)c1c[nH]c2ccccc12)N1CCC2(CC1)OCCO2 (stereo not drawn),.,-2.5,-4.3
O=C(CN1C(=O)C2C3C=CC(C3)C2C1=O)NCC1(N2CCCCC2)CCCCC1 (stereo not drawn),4.8,3.6,.

# Structures shown so far with fluorine:
SMILES,NPYLR7 agonist,hcGAS lum,mcGAS inh
CC1(Cc2ccc(C(F)(F)F)nc2)C(=O)Nc2ccc(-c3ccc4[nH]ccc4c3)cc21 (stereo not drawn),0.4,-5.7,-1.5
FC(F)(F)c1cnc(NCc2ccc3c(c2)OCCO3)c(Cl)c1,2.9,-4.3,.
CCC(C)(NC(=O)c1ccc(F)cc1F)C(=O)OC (stereo not drawn),2.0,-6.2,.
Fc1ccc(C2=Nc3nc(C(F)(F)F)nn3C(c3cccnc3)C2)cc1 (stereo not drawn),2.7,-2.0,-0.6
COCCN(Cc1ccccc1OS(=O)(=O)c1ccc(OC)cc1)C(=O)c1ccccc1F,-2.2,-3.7,-6.2
COc1nc(-c2ccccc2F)n(-c2ccc(NC(=O)Nc3cccc(Cl)c3)cc2)n1,1.9,-5.9,-9.5
Cc1n[nH]c(=O)c(C(=O)NCC(Cc2ccc(F)cc2)C(N)=O)c1C (stereo not drawn),6.2,-16.6,.
CCCCCCCCC(=O)N(CCOC)Cc1cccc(OS(=O)(=O)c2ccc(F)cc2)c1,.,-14.6,-5.4
O=C(CN1C=NC2=NS(=O)(=O)c3ccccc3N21)Nc1cc(F)ccc1F,6.0,-0.4,-10.9
COCCNC(=O)CCCN1C(=O)COc2ccc(C(=O)COc3ccccc3F)cc21,6.6,-5.1,.
CCOC(=O)c1cnc(-c2ccc(C(F)(F)F)cc2)nc1NCCc1cccs1,29.9,-5.0,-5.7
O=C(CSc1nnc(C2CC2)n1Cc1ccco1)Nc1ccc(F)cc1,12.7,-10.1,.
O=C(NCCc1cccs1)N1CCOC(C(F)(F)F)C1 (stereo not drawn),.,-2.8,-13.0
COc1ccccc1CSc1nnc(-c2ccccc2F)n1-c1ccccc1C,16.5,-2.8,-5.0
O=C(CC(c1ccc(F)cc1F)c1c[nH]c2ccccc12)N1CCC2(CC1)OCCO2 (stereo not drawn),.,-2.5,-4.3
